# HSF1 inh: HSF1 inhibition; NIH3T3-HGL HSE-luciferase, MG132-induced, luminescence 8 h; active compounds read low; actives 0.77% (n = 300,000); activity change, negative = inhibition, % at 7.5 µM (by protocol);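 active = more than half of replicate wells show activity change below -50%, luminescence cut by over half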;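 also: luciferase reports HSF-1 transcriptional activity via heat shock element; 0% = median of DMSO wells and -100% = zero luminescence signal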
# GSK3beta inhib: human GSK3beta kinase inhibition | P49841 | GST-GSK3beta kinase, ADP-Glo luminescence, 60 min; active compounds read low | activity score (negative = inhibition), % at 10 µM | actives 0.038% (n = 300,000) | AID 2097;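 active = more than half of replicate wells score below -50%, meaning over 50% inhibition versus plate controls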;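 also: 0% = median DMSO wells and -100% = median GW8510 positive control wells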
# Target sequence (P49841 whole entry, looked up): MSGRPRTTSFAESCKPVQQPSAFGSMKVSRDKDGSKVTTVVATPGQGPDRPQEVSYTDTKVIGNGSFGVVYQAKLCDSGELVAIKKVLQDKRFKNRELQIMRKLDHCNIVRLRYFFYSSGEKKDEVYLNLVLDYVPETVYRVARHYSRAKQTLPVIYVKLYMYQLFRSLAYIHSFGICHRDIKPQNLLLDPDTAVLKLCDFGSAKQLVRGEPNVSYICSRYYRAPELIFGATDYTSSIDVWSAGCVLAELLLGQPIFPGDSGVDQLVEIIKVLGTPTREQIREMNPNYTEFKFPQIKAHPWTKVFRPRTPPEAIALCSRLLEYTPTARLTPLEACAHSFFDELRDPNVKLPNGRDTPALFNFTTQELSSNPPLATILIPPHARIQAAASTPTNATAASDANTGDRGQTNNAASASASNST
#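 Test system: GST-tagged human GSK3beta kinase, cell-free; evaluation: activity score scaled between in-plate DMSO and GW8510 controls; measured by: ADP-Glo luminescence; incubation: 60 min reaction, RT; benchmarks: DMSO and 20 µM GW8510; reagent: peptide substrate plus 25 µM ATP (final); medium: Tris/MgCl2 kinase buffer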
# HSF1 activator: increases HSF-1 driven luciferase reporter signal | NIH3T3-HGL HSF-1 luciferase reporter, MG132, 8 h; 100% = twice DMSO control signal | activation, % at 9 µM | actives 1.7% (n = 300,000);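 active = mean replicate activation of at least 50% with a set share of replicates each reaching 50%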;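 also: 0% = median of the neutral control wells and 100% = twice that signal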
# aSyn 5UTR inh: 5' untranslated region of α-synuclein, MLPCN primary screen | alpha-synuclein 5'UTR reporter, inhibitor activity | inhibition, % (tested at 7.5 µM) | actives 0.82% (n = 300,000); in the data active = inhibition above about 60%;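 also: H4 neuroglioblastoma cells stably carrying SNCA 5'UTR luciferase fusion; 0% = DMSO wells and 100% = positive control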
# IEC-6 tox: counter-screen for KLF5 inhibitors: cytotoxicity in IEC-6 cells; inhibition, % at 5 µM; AID 1825; actives 0.78% (n = 290,000); IEC-6 cytotoxicity, luminescence viability; in the data active = inhibition above about 22%;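 also: 0% = plate median of test compound wells and 100% = cytotoxic reference compound wells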
# PolyA inh: inhibitors of polyadenylation in S. cerevisiae | S. cerevisiae SKY197-pL101 polyadenylation reporter, beta-gal luminescence; efflux-impaired pdr1/pdr3 knockout yeast; score 100 = 6 SD above DMSO | calls only at 12 µM | actives 0.02% (n = 300,000);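 active = lowest replicate activity score at least 50, where 100 means six control SD above control mean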;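 also: yeast exposed to compound for 9 h at 30 °C; higher score means more reporter readthrough which indicates perturbed polyadenylation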
# AI-2 QS mod: modulates the Vibrio harveyi AI-2 quorum sensing system. Vibrio harveyi JMH597 AI-2 luminescence/OD600 ratio, 9 h; active compounds read low; strain lacks LuxN and CqsS sensors; 0 = neutral-control median. activity change, % at 7.5 µM. actives 0.4% (n = 300,000). AID 2094; in the data active = activity change below about -75%, passing the limit was not always enough;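 also: luminescence divided by OD600 gain over 9 h not by final OD600 alone; inactives centre near 13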
# GSK3A inh: inhibitors of human GSK-3 alpha kinase; actives 0.1% (n = 320,000); P49840; ADP-Glo luminescence, 60 min; inhibition, % at 10 µM;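 in the data active = inhibition above about 50%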;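 also: GST-tagged GSK-3 alpha with peptide substrate and 25 µM ATP; 0% = DMSO neutral wells and 100% = GW8510 positive control wells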
# Target sequence (P49840 whole entry, looked up): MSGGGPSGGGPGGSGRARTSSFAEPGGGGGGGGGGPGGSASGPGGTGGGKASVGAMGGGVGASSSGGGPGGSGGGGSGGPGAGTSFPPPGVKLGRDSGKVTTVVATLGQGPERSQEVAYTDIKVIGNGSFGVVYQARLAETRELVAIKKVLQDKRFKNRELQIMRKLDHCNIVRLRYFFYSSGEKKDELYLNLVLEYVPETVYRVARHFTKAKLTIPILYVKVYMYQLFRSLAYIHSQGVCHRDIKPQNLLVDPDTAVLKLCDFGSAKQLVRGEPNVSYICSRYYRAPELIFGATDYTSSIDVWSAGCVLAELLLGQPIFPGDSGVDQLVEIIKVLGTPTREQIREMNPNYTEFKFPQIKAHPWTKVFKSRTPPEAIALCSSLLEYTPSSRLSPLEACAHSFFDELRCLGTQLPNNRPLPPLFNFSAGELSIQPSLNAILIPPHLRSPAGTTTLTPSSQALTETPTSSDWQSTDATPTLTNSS
# KLF5 inh: suppresses KLF5 promoter-driven expression; DLD-1 KLF5 promoter-luciferase reporter, luminescence; inhibition, % at 5 µM; actives 0.23% (n = 290,000);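 active = inhibition above a per-plate limit of that plate's mean compound inhibition plus 3 SD, cut at about 60% in these data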;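 also: 0% = DMSO wells and 100% = LY294002 at 200 µM; higher means less KLF5 promoter-driven luciferase light; inactives centre near -14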
# HSP90 refold inh: HSP90 refolding inhibition in rabbit reticulocyte lysate. luciferase refolding luminescence, 3 h. inhibition, % at 5.6 µM. actives 0.91% (n = 290,000);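 active = inhibition above the screen-wide mean plus 3 SD, computed separately per campaign, cut at about 16% in these data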;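 also: 0% = DMSO wells and 100% = 60 µM geldanamycin wells; inhibitors lower the luminescence because luciferase stays unfolded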
# * hit, by the source's call; i = inactive; / = no result given. The list is partial; the hit share may differ from the screen's.
1: O=C(COC(=O)c1c(Cl)cccc1Cl)Nc1ccccc1Br
2: O=C(O)c1cc(N2CCOCC2)nc2ccccc12
3: O=C(c1cc(COc2ccc3ncccc3c2)on1)N1CCCC1
4: CCC(C(=O)NC(C)(C)C)N(Cc1ccccc1Cl)C(=O)c1snc(C(N)=O)c1N (stereo unspecified)
5: Cc1ccc2[nH]c(C)c(/C=N/Nc3nc4ccccc4s3)c2c1
6: Cc1cccc(NC(=O)Cn2cnc3c(oc4nc5c(cc43)COC(C)(C)C5)c2=O)c1
7: CC1CCN(CCOc2ccc(OCc3ccccc3)cc2)CC1
8: Cc1nn2c(nc1=O)NNC2(C)C(C)(C)C (stereo unspecified)

assay / entry	1	2	3	4	5	6	7	8
HSF1 inh	3	-4	7	11	10	2	4	-4
GSK3beta inhib	0	3	-1	-2	1	3	1	2
HSF1 activator	-7	-2	21	16	25	18	16	4
aSyn 5UTR inh	-28	-15	-41	12	-140	2	-45	0
IEC-6 tox	-2	4	8	3	6	0	0	-5
PolyA inh	i	i	i	i	/	i	i	i
AI-2 QS mod	7	25	-13	32	50	5	27	5
GSK3A inh	-5	1	-1	-1	2	0	1	-1
KLF5 inh	-46	8	2	0	0	-8	-19	-16
HSP90 refold inh	3	2	-2	1	-7	0	-5	-2

# One compound at a time, from the list above:
# Record of O=C(COC(=O)c1c(Cl)cccc1Cl)Nc1ccccc1Br : HSF1 inh: 3; GSK3beta inhib: 0; HSF1 activator: -7; aSyn 5UTR inh: -28; IEC-6 tox: -2; PolyA inh: i; AI-2 QS mod: 7; GSK3A inh: -5; KLF5 inh: -46; HSP90 refold inh: 3
# Record of Cc1nn2c(nc1=O)NNC2(C)C(C)(C)C (stereo unspecified) : HSF1 inh: -4; GSK3beta inhib: 2; HSF1 activator: 4; aSyn 5UTR inh: 0; IEC-6 tox: -5; PolyA inh: i; AI-2 QS mod: 5; GSK3A inh: -1; KLF5 inh: -16; HSP90 refold inh: -2

# New compounds follow.
9: CCOc1ccc(NC(=O)CCn2c(=O)[nH]c3ccsc3c2=O)cc1
10: COc1cc(S(=O)(=O)N(C)C2CCCCC2)c(C)cc1C
11: CN1CCN(C(=O)/C(=C\c2cccs2)NC(=O)c2cccs2)CC1
12: COC(=O)N/N=C/c1cn(CCOc2ccccc2OC)c2ccccc12
13: Cc1ccccc1Nc1ncc(C#N)c(N)n1
14: COc1ccc(NC(=O)C2CCCC2)cn1
15: C/C(=C\C(=O)C(F)(F)F)Nc1ccc(C)cc1
16: OCCN1CCN(C2Cc3cc(Cl)ccc3Sc3ccc(Cl)cc32)CC1 (stereo unspecified) (tested in a mixture with another compound)

assay / entry	9	10	11	12	13	14	15	16
HSF1 inh	4	6	-18	9	3	-5	-7	9
GSK3beta inhib	1	3	0	2	-4	-2	-2	2
HSF1 activator	14	7	-14	13	33	9	-8	2
aSyn 5UTR inh	-14	-11	18	11	-9	11	-30	-12
IEC-6 tox	-1	6	-3	-8	2	-8	0	2
PolyA inh	i	i	i	i	i	i	i	i
AI-2 QS mod	10	8	-3	9	-5	15	29	33
GSK3A inh	-1	/	-1	-3	5	-1	0	8
KLF5 inh	-36	-11	-3	-25	-21	0	23	-15
HSP90 refold inh	-1	1	-6	-3	1	-4	1	6

# Five compounds out of the list above, sorted by the number in aSyn 5UTR inh, highest first.
nr | molecule | HSF1 inh | GSK3beta inhib | HSF1 activator | aSyn 5UTR inh | PolyA inh | AI-2 QS mod | GSK3A inh | KLF5 inh | HSP90 refold inh
11 | CN1CCN(C(=O)/C(=C\c2cccs2)NC(=O)c2cccs2)CC1 | -18 | 0 | -14 | 18 | i | -3 | -1 | -3 | -6
14 | COc1ccc(NC(=O)C2CCCC2)cn1 | -5 | -2 | 9 | 11 | i | 15 | -1 | 0 | -4
13 | Cc1ccccc1Nc1ncc(C#N)c(N)n1 | 3 | -4 | 33 | -9 | i | -5 | 5 | -21 | 1
10 | COc1cc(S(=O)(=O)N(C)C2CCCCC2)c(C)cc1C | 6 | 3 | 7 | -11 | i | 8 | / | -11 | 1
15 | C/C(=C\C(=O)C(F)(F)F)Nc1ccc(C)cc1 | -7 | -2 | -8 | -30 | i | 29 | 0 | 23 | 1

# The results go on.
17: Brc1ccc(-n2c(SCc3nc4ccccc4[nH]3)nnc2-c2ccncc2)cc1
18: CC(=O)c1nn(-c2ccccc2)cc1C(=O)c1cccc(Br)c1
19: Cc1onc(-c2ccccc2)c1C(=O)N/N=C/c1ccc([N+](=O)[O-])c(O)c1
20: COc1ccc(C(=S)Nc2ccc(N(C)C)cc2)cc1
21: COc1cc(NC(=O)Cc2ccccc2)ccc1NC(=O)c1ccco1
22: CCOCC(=O)Nc1cc(-c2cn3cccnc3n2)ccc1C
23: COC(=O)CCc1c(C)c(C(=O)c2cc(F)c(F)c(F)c2F)c2ccccn12
24: Cc1ccc(NC(=Nc2ccc(Br)cc2)N2CCOCC2)cc1C

assay / entry	17	18	19	20	21	22	23	24
HSF1 inh	-7	-10	-2	29	-2	-3	3	-3
GSK3beta inhib	2	0	1	0	2	0	2	-1
HSF1 activator	-11	3	-2	60*	5	-1	-4	11
aSyn 5UTR inh	14	21	12	-99	-48	-7	28	-19
IEC-6 tox	12	4	6	0	-4	2	0	-3
PolyA inh	i	i	i	i	i	i	i	i
AI-2 QS mod	16	12	-13	8	34	21	48	19
GSK3A inh	0	-2	-1	0	-3	-1	-1	-1
KLF5 inh	3	19	-27	-121	-31	-7	6	-11
HSP90 refold inh	-8	3	5	0	1	0	12	-1

25: COc1ccccc1NC(=O)c1ccc2c(c1)nnn2C
26: Cc1ccc(-c2nnn(CC(=O)N(CC(=O)NC3CCCC3)c3cnc4ccccc4c3)n2)o1
27: Cc1cc(Cl)c2oc(C(=O)N3CCN(C4CCS(=O)(=O)C4)CC3)c(C)c2c1 (stereo unspecified)
28: CCOC(=O)C1(C)NC(c2ccc(OC)c(OC)c2)C2C(=O)N(CC)C(=O)C21 (stereo unspecified)
29: CC1(C)CCC(=O)N2CC[C@H]3C[C@H](OC(=O)Nc4ccccc4)C[C@@H]1[C@H]32
30: Cc1ccc(C(=O)OCC(=O)Nc2cc(F)ccc2F)cc1NC(=O)c1ccco1
31: COC(=O)c1ccc(C(=O)N=c2sccn2C)cc1
32: COc1cc(C(=O)Nc2ccc3oc(-c4cccnc4)nc3c2)cc(OC)c1OC

assay / entry	25	26	27	28	29	30	31	32
HSF1 inh	1	-11	5	2	-2	-6	15	-10
GSK3beta inhib	4	-3	2	1	1	0	0	0
HSF1 activator	10	-3	6	-2	7	-6	26	-7
aSyn 5UTR inh	-31	-17	32	15	-116	-18	-148	13
IEC-6 tox	-1	6	-1	1	7	-5	4	8
PolyA inh	i	/	i	i	i	i	i	i
AI-2 QS mod	10	16	4	2	15	28	3	-6
GSK3A inh	1	-1	-2	-2	1	-1	-1	/
KLF5 inh	-47	1	5	-20	-92	-5	-155	-11
HSP90 refold inh	2	3	5	-1	-1	-7	-1	-7

33: COc1cccc(N2CCN(S(=O)(=O)c3ccc4c(c3)N(C(C)=O)CCO4)CC2)c1
34: Cc1cc(-c2ccc(F)cc2)nc2cc(C(N)=O)nn12
35: Cc1cc(C)nc(NS(=O)(=O)c2ccc(NC(=O)c3ccccc3[N+](=O)[O-])cc2)n1
36: CCCOc1ccc2c3c(c(=O)oc2c1OCCC)CCC3
37: COc1ccc(CCC(=O)N/N=C(\C)c2ccc3c(c2)OCO3)cc1
38: CN(C(=O)COC(=O)c1ccc2c(c1)OCCO2)c1ccccc1
39: CC(=O)N1CCC2(CC1)C(C#N)=C(N)Oc1n[nH]c(CSc3ccc(C)cc3)c12
40: O=C(c1cc(Cl)ccc1F)N1CCCC(Nc2ccc3c(c2)OCCO3)C1 (stereo unspecified)

assay / entry	33	34	35	36	37	38	39	40
HSF1 inh	15	-4	-7	-4	-5	1	5	-2
GSK3beta inhib	0	-4	0	1	2	3	-5	-1
HSF1 activator	15	9	-17	6	4	39	10	37
aSyn 5UTR inh	-5	18	22	17	1	-12	6	0
IEC-6 tox	3	1	1	5	-3	2	2	-3
PolyA inh	i	i	i	i	i	i	i	i
AI-2 QS mod	17	13	10	5	30	3	8	17
GSK3A inh	-2	8	-3	-6	-1	3	-1	-1
KLF5 inh	1	0	-35	-3	-27	-23	-9	10
HSP90 refold inh	3	4	2	-2	0	-2	4	-5

41: CCn1c(-c2ccc(F)cc2)n[nH]c1=S
42: CC1CN(S(=O)(=O)c2cccc(C(=O)Nc3ccccc3N3CCCCC3)c2)CC(C)O1 (stereo unspecified)
43: COC(=O)c1ccc(C)c(NC(=O)Cc2coc3cc(OC)ccc23)c1
44: O=C(Nc1ccc2c(c1)OCCO2)C1CCCN1S(=O)(=O)c1ccc(Cl)cc1 (stereo unspecified)
45: CC1(C)Cc2c(c(N3CCCCC3)[nH]c(=S)c2C#N)CS1
46: COc1nccnc1NS(=O)(=O)c1ccc(NC(=S)NC(=O)c2cccc(F)c2)cc1
47: CS(=O)(=O)c1ccc(-c2nnn(CC(=O)N3CCCCC3)n2)cc1
48: CCOc1ccccc1NC(=O)CSc1nnc(CCC(=O)Nc2ccccc2F)n1C

assay / entry	41	42	43	44	45	46	47	48
HSF1 inh	-10	-4	27	-1	-6	3	-3	-1
GSK3beta inhib	3	0	-3	1	1	6	1	1
HSF1 activator	-6	1	34	4	6	7	-20	15
aSyn 5UTR inh	-8	28	34	-28	-15	-11	-3	2
IEC-6 tox	-6	/	-4	-4	0	-1	4	-5
PolyA inh	i	i	i	i	i	i	i	i
AI-2 QS mod	22	12	28	26	9	37	-23	-3
GSK3A inh	-1	-4	3	-1	/	-3	0	2
KLF5 inh	-25	/	-7	-23	-2	-52	7	-8
HSP90 refold inh	3	/	0	1	2	0	3	2

49: COC(=O)c1c(NC(=O)CSc2nnnn2C)sc(C)c1C
50: CCOC(=O)c1ccccc1NC(=O)c1nc2nccc(C)n2n1
51: CCCSc1cc(=O)n(-c2ccccc2)nc1C(=O)OCC
52: COCCNc1ccc(-c2nn(C)c(=O)c3ccccc23)cc1[N+](=O)[O-]
53: CSCCC(NC(=O)C1CCCCC1)c1nc2ccccc2[nH]1 (stereo unspecified)
54: O=[N+]([O-])c1cccc(-c2ccc(/C=N/n3c(-c4ccccc4)n[nH]c3=S)o2)c1
55: CCCCC(=O)Nc1cccc(-c2ccc3nncn3n2)c1
56: C=CCC1(CC=C)CCCN1C(=O)Cn1nnnc1CN(C)C(C)C
57: CCOc1ccccc1C(=O)NC1CCN(CC(=O)Nc2cc(OC)ccc2OC)CC1

assay / entry	49	50	51	52	53	54	55	56	57
HSF1 inh	5	-5	-6	4	1	-5	-4	1	-5
GSK3beta inhib	-4	-6	3	-3	-3	-1	0	-1	0
HSF1 activator	-1	-19	6	28	15	7	-7	1	-14
aSyn 5UTR inh	14	23	23	27	5	-28	5	6	-5
IEC-6 tox	4	0	1	1	0	-3	-3	2	-4
PolyA inh	i	i	i	i	i	i	i	/	i
AI-2 QS mod	13	28	6	9	18	10	15	14	-5
GSK3A inh	7	5	1	2	-1	-2	9	-7	2
KLF5 inh	-25	-16	4	-7	-20	-1	-26	-40	-18
HSP90 refold inh	-1	4	1	13	-5	3	-4	2	-2

# Source: PubChem (several laboratories)
